Screens from PubChem.
thrombin 1536: human alpha-thrombin inhibitors, primary screen, counter-screen for coagulation protease inhibitor project, biochemical, 1536-well, fluorogenic AMC substrate | Boc-VPR-AMC fluorogenic substrate cleavage | inhibition, % at 5 µM | 220,000 tested, 0.26% active;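 active means inhibition at or above 40%; inactive means inhibition below 40%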;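 further: 0% = enzyme with no compound and 100% = wells without enzyme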
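Material: Human alpha-thrombin protein | Buffer or medium: pH 7.5 Tris-saline with Tween 20 | Reagent: Boc-VPR-AMC substrate, 15 µM final | Schedule: Reaction at ambient temperature | Detection: AMC fluorescence at 355 nm excitation and 460 nm emission | Evaluation: Percent inhibition scaled between no-compound controls and no-enzyme blanks | Controls: no-compound enzyme wells and no-enzyme blanks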
Rad51 HR inh: human RAD51 strand exchange inhibitors, primary screen, biochemical, fluorescence | DNA repair protein RAD51 homolog 1 (Homo sapiens), Q06609 | hRad51 DNA strand exchange, fluorescence dequenching | inhibition, % at 10 µM | 200,000 tested, 0.085% active;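 active means inhibition above 40% at the single screening dose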;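 further: 0% = DMSO control wells and 100% = blanks with heterologous ssDNA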
Target sequence (Q06609 whole entry, looked up): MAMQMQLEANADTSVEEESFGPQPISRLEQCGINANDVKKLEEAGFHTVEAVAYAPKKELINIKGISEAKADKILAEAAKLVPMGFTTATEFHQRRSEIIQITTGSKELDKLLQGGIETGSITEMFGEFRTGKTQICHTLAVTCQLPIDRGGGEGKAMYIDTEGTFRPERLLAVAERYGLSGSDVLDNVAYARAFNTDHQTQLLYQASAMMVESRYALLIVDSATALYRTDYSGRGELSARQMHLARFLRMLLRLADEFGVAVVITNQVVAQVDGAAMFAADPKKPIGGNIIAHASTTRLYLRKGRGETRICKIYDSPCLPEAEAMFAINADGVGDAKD
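System: hRad51 filaments on single-stranded DNA; reagent: Fluorescein- and BHQ1-tagged 47-mer duplex; compound dosing: one concentration, 10 µM final; timing: filaments 15 min 37 °C, then compound 30 min; measured by: fluorescein emission 520 nm, excitation 485 nm; benchmarks: per-plate controls and blanks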
FXIa inh 1536: human FXIa protease inhibitors, primary screen, biochemical, 1536-well; purified FXIa, Boc-Glu-Ala-Arg-AMC fluorogenic substrate; 220,000 tested, 0.14% active; Coagulation factor XI (Homo sapiens), P03951; inhibition, % at 5 µM;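 active means inhibition of at least 40%; inactive means inhibition below 40%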;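 further: fluorescence of freed AMC excited at 355 nm; 0% = enzyme without compound and 100% = no enzyme blank; many of its hits are not listed in these tables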
Target sequence (P03951 19-387 limits assumed): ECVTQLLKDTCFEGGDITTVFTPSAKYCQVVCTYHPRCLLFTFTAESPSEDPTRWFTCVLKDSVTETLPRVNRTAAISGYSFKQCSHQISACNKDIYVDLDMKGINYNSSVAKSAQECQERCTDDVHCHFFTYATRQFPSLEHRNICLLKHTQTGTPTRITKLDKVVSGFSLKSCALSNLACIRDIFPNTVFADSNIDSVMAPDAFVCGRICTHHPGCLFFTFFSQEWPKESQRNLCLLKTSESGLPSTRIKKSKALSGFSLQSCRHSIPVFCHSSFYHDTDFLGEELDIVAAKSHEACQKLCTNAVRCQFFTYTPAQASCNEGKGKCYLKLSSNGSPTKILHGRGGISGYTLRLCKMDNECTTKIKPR
Target sequence (P03951 388-625 limits assumed): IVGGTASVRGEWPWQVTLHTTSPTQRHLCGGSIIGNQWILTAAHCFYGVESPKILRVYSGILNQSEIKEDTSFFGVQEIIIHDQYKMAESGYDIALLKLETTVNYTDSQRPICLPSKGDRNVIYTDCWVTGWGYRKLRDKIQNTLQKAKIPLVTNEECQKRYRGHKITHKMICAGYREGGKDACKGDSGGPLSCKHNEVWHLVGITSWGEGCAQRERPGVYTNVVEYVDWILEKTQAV
Calpain2 inh: inhibitors of pig calpain II, primary screen, biochemical, fluorogenic peptide substrate, 1536-well | inhibition, % at 16 µM | 220,000 tested, 0.37% active | purified calpain II, 30 min;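 active means inhibition above about 50%, limit read from the data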
Furin inh: human furin inhibitors, primary screen, biochemical, fluorescence intensity; AID 463115, 2010; 220,000 tested, 0.061% active; purified furin, fluorogenic substrate cleavage; P09958; inhibition, % at 30 µM; in the data active means inhibition above about 25%; further: inactives centre near -15
FXIIa inh: human FXIIa protease inhibitors, primary screen, biochemical, 1536-well; purified FXIIa, Boc-QGR-AMC fluorogenic substrate, 2 h; inhibition, % at 5 µM; Coagulation factor XII (Homo sapiens), P00748; 220,000 tested, 0.3% active; AID 800, 2007; in the data active means inhibition above about 40%;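 further: 0% = enzyme with no compound and 100% = blank without enzyme; many of its hits are not listed in these tables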
KCC2 mod: KCC2 cotransporter modulators, thallium flux, primary screen, cell-based, HEK293 KCC2, FluoZin-2 fluorescence, MLSMR | Solute carrier family 12 member 5 (Homo sapiens), Q9H2X9 | KCC2 cells, thallium flux FluoZin-2 fluorescence | B-score of Tl+ flux slope (higher = more flux/activation; lower = inhibition) at 10 µM | 190,000 tested, 2.2% active | AID 1456, 2008;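 active means thallium flux slope and its plate-corrected score both differing from the plate sample mean at a set confidence after two filtering rounds, in either direction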;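 further: slope of fluorescence scaled to starting intensity during 10 to 20 s after thallium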
KLK5 inh: human KLK5 protease inhibitors, primary screen, biochemical, 1536-well. Kallikrein-5 (Homo sapiens), Q9Y337. recombinant hK5, fluorogenic AMC substrate cleavage. inhibition, % at 5 µM. 210,000 tested, 0.59% active. AID 873, 2007;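 active means inhibition of 40% or more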;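 further: 0% = enzyme controls without compound and 100% = no-enzyme blanks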
PERK inhibitor: block of dimerizer-induced PERK translation repression, primary screen, PERK inhibitor project, CHO PERK-DD cells, SEAP luminescence, HTS | inhibition, % at 5.6 µM | Eukaryotic translation initiation factor 2-alpha kinase 3 (Homo sapiens), Q9NZJ5 | CHO PERK-DD fusion, SEAP luminescence translation reporter | 220,000 tested, 0.17% active;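 active means inhibition above the mean inhibition of all tested compounds plus 3 SD, set separately per screening campaign, cut at about 2.9% in these data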;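 further: PERK kinase domain activated by AP20187 dimerizer at 100 nM; 0% = DMSO with dimerizer and 100% = rapamycin at 8.4 µM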
Active calls of the source: *; i = inactive; . = not tested or not shown; [ ] = another dose, or the depositor's remark.

SMILES	thrombin 1536	Rad51 HR inh	FXIa inh 1536	Calpain2 inh	Furin inh	FXIIa inh	KCC2 mod	KLK5 inh	PERK inhibitor
CCCCC(=O)OCC(=O)c1[nH]c(C)c(C(=O)OCC)c1C	2	-3	-4	11	-9[20 µM]	14	0.58	0	1.2
CCC/C=N/NC(=O)c1cc(-c2ccccc2)nc2ccccc12	-3	.	8	9	-18	9	0.45	-13	0.1
CCOC(=O)N1CCN(C(=O)COc2ccccc2Cl)CC1	2	0	4	8	-5	14	0.45	-22	-0.1
CC(=O)C(=Cc1cc(C)n(-c2ccccc2)c1C)C(C)=O	-4	-13	4	0	-18	11	0.75	0	-0.1
CN(C)C(/C=C/Nc1ccc(C#N)cc1)=C(C#N)C#N	-1	7	2	21	-3[20 µM]	10	.	-2	0.8
COc1ccc(C2CC(=O)Nc3ccccc3S2(=O)=O)cc1OC (centres undefined)	0	-4	3	-49	-18	17	0.23	3	0.8
O=C(COC(=O)c1ccc(S(=O)(=O)N2CCOCC2)cc1)NC1CCCCCC1	-4	-4	-3	-12	-19	12	-1.1	1	1.1
O=C(C(Cc1ccccc1)n1cccc1)N1CCN(c2ccccc2)CC1 (centres undefined)	-2	5	1	-4	-11	14	-0.16	-1	-0.4
Cc1cccc(N2C(=S)N=C(Nc3c(C)cccc3C)C23CCOC(C)(C)C3)c1 (centres undefined)	-3	-7	-3	-28	-26[20 µM]	4	3	-4	-0.1
CCCN(CCC)C(=O)c1cc(-c2ccc3c(c2)OCO3)nc2ccccc12	-3	4	-2	-89	-11[20 µM]	-3	-1.8	-1	-0.7
CC1CCCCN1C(=O)Nc1cccc(C(F)(F)F)c1 (centres undefined)	14	1	1	-12	-20	8	0.15	-3	-0.2
Cc1cc(-c2nnc(SCC(=O)Nc3nccs3)o2)no1	1	11	0	-22	-28	12	1.1	-19	-0.1
Nc1nsc2ccccc12	-5	-4	-1	-13	-23	2	-0.96	-9	-0.6
CCOC(=O)COc1c(OC)cc(Cl)cc1C1NC(=O)NC(C)=C1C(C)=O (centres undefined)	-1	-6	-14	-15	-9[20 µM]	-9	.	-5	-0.3
O=C(Nc1nccs1)C1CCCN1S(=O)(=O)c1cccc2cccnc12 (centres undefined)	-4	-3	7	-30	-4	16	.	7	-0.6
On1cnnc1-c1ccccc1	6	-3	4	-20	-21	15	.	6	-0.1
Cc1[nH]nc2c1C(c1ccc(OC(=O)c3ccco3)cc1)C(C#N)=C(N)O2 (centres undefined)	0	10	4	-3	-11	15	.	-5	1.0
Cc1ccc(C(=O)NNC(=O)c2cccc(C)c2)cc1	1	-8	-1	-22	-14	9	0.63	-5	0.2
CCCC(=O)Nc1ccc2c(c1)nc(CCN1CCCCC1)n2C	-4	23	4	-17	-17	7	-0.58	-3	0.7
CCNC(=O)NC(=O)C(C)OC(=O)C(C)(C)Oc1ccc(Cl)cc1 (centres undefined)	5	.	2	17	-37	12	-1.1	-2	1.7
O=C(O)CCCN1C(=O)/C(=C\c2ccco2)SC1=S	-3	2	1	-24	-19	12	-0.15	3	0.5
COc1ccc(NC(=O)N(Cc2ccc3c(c2)OCO3)C2CC(=O)N(c3ccc(OC)cc3)C2=O)cc1 (centres undefined)	-6	4	-7	9	-19[20 µM]	1	.	-3	-2.4
CCOC(=O)C(C)Oc1nc(Oc2ccccc2)nc(N(C)C)n1 (centres undefined)	3	13	1	-22	-12	13	0.13	-23	-1.4
Cc1nc(-c2ccccc2)sc1C1(C)CC(c2ccc(OC(F)(F)F)cc2)=NO1 (centres undefined)	-2	2	1	-3	-9	8	0.00084	2	.
CCN(CC)c1ccc(-c2nnc(SCC(=O)Nc3ccccc3C#N)n2-c2ccccc2)cc1	5	-4	3	-50	-13[20 µM]	11	-0.047	-11	0.2
CCn1c(SCC(=O)N2CCN(C(=O)c3ccco3)CC2)nnc1C(C)C	0	.	2	4	-26	14	-0.68	4	1.3
O=C(O)/C=C/C(=O)Nc1ccc(O)cc1	-5	5	-1	-9	-13	6	-0.2	-7	1.6
CCN(Cc1ccccc1)S(=O)(=O)c1cc(C(=O)NC2CCCCCC2)ccc1OC	-6	.	-5	27	-7	6	-0.54	-14	-2.2
C=C(C)C1CCC(C)=C1COC(=O)Nc1ccccc1 (centres undefined)	-8	-1	-5	19	-13	4	-1.4	-28	0.9
COCCNC(=S)NNc1ccc(Cl)c(C(=O)O)c1	-5	2	2	-13	-28	3	0.97	4	1.7
O=C(Nc1nc2ccccc2n1Cc1ccc(Cl)cc1)c1ccco1	-1	7	1	i	-9	0	0.3	-13	0.3
CCOC(=O)c1cn(CC)c2cc(Cl)c([N+](=O)[O-])cc2c1=O	40	-9	-10	25	-7	-9	0.18	11	-0.2
CCOC(=O)c1ccc(N=Nc2c(C)c(C#N)c(O)[nH]c2=O)cc1	23	-13	-2	-101	-22	3	-0.79	0	0.1
Cc1cccc(-n2c(SCC(=O)NCc3ccc4c(c3)OCO4)nc3ccccc3c2=O)c1	-2	-2	6	0	5	9	1.2	-15	0.2
COCCn1nnnc1C(c1cc2cc(C)ccc2[nH]c1=O)N1CCN(C2CCCCC2)CC1 (centres undefined)	8	1	5	-29	-13	6	1.2	15	0.1
CC(O)Cc1nsc(NC(=O)c2cccs2)n1 (centres undefined)	1	-1	3	-14	-23	-55	0.95	-4	0.7
O=C(Oc1ccc2c(c1)OCC2=O)c1ccc(Cl)cc1	-1	-2	-4	-2	-9	20	0.49	-3	1.3
CCOC(=O)CN(C(=O)CSc1nnc2c(n1)[nH]c1ccc(OC)cc12)c1ccc(F)cc1	5	-3	9	0	-15	12	-0.24	-22	-0.5
COc1ccc(C(=O)Nc2ccc(N3CCOCC3)cc2)cc1S(=O)(=O)NC1CCCC1	-1	20	1	-2	-20	11	0.33	-7	-0.6
FC(F)(F)c1cccc(-c2cc3ccccc3nc2N2CCCC2)c1	-7	10	1	-15	-23[20 µM]	14	.	-9	0.9
CCn1cc(C(=O)N2CCOCC2)c(=O)c2cc(S(=O)(=O)N(C)C3CCCCC3)ccc21	5	-1	5	18	-1	10	1.3	-3	-0.2
Fc1cccc(Nc2nc(Cl)nc(Cl)n2)c1	-7	14	-7	-18	-13	0	0.053	-7	0.4
O=c1c2ccsc2ncn1Cc1ccccc1F	-5	-2	-5	-19	-6	10	.	17	1.6
CCOc1ccccc1C(=O)Nc1cccc(-c2nnc(-c3ccccc3)o2)c1	-3	-9	0	-25	-28[20 µM]	8	0.0073	-21	0.7
COCCNC(=S)N1CCN(Cc2cccc(OC)c2)CC1	-4	-8	-3	-5	-19	2	0.57	-7	0.0
CCN(CC)C(=O)/C(=C\c1ccc(Br)cc1)NC(=O)c1ccccc1OC	0	6	8	-4	-8	20	.	4	0.4
Cn1nnnc1SCC(=O)NC1CCCc2ccccc21 (centres undefined)	3	6	-2	11	-23	5	0.86	-9	1.7
COc1ccc(NC(=O)Nc2ccc3c(c2)CCC3)c(OC)c1	-1	.	2	8	-20	4	.	-22	0.5
N#Cc1c(C(F)(F)F)cc(-c2ccc(Cl)c(Cl)c2)nc1SCCN1CCOCC1	-1	.	-1	-61	-22	6	.	-24	1.2
Cc1nc2cc(C(=O)NCc3cccnc3)ccc2n1-c1ccc(F)cc1F	-11	1	-2	-19	-15	7	-0.11	-2	0.8
O=C1c2ccccc2C(=O)N1Cc1nc2ccccc2c(=O)n1CCN1CCOCC1	.	-4	.	.	-6[20 µM]	.	0.19	.	0.3
CN1C(=S)SC(N2OC3C(=O)N(c4ccccc4)C(=O)C3C2c2ccc(Cl)cc2)C1(C)C (centres undefined)	-9	-3	-13	-68	0	-2	0.74	0	-0.7
Cn1c(=O)c2c(nc(NC3CCCCC3)n2CC(=O)C23CC4CC(CC(C4)C2)C3)n(C)c1=O	1	-4	10	-2	-10[20 µM]	12	-0.017	6	0.4
C/C(CC(=O)Nc1cccnc1)=N\NC(=O)C(C)Oc1ccc(Cl)cc1Cl (centres undefined)	-8	19	-1	4	-15	1	-1.7	-1	-0.2
COC(=O)[C@@]1(Cc2ccccc2)[C@H]2c3cc(C(=O)N4CCCC4)n(CCSCCO)c3C[C@H]2CN1C(=O)c1ccccc1	2	.	0	-42	-9	6	-0.85	-4	-0.9
COc1ccc(OC)c(/C=N/NC(=O)CC(=O)NCc2ccccc2)c1	-10	1	-4	i	-34	2	-0.63	-3	-0.3
CCCCC(=O)Nc1ccc(NC(=O)c2cnccn2)cn1	1	21	2	18	1	8	0.64	-1	0.3
COC(=O)COc1ccccc1C(=O)Nc1ccc(OC)cc1	-6	13	3	15	-8	2	0	-10	0.2
CCOc1ccc(S(=O)(=O)N2CCN(c3ccc(C)cc3C)CC2)cc1	-8	-10	-5	20	-20	4	0.85	-13	1.4
Cc1cc2ccccc2nc1SCC(=O)NC1CCCC1	-9	36	7	17	-30	11	-3.4	9	1.4
More records follow:
SMILES	thrombin 1536	Rad51 HR inh	FXIa inh 1536	Calpain2 inh	Furin inh	FXIIa inh	KCC2 mod	KLK5 inh	PERK inhibitor
O=C(Nc1ccc(N2CCCCC2)cc1)c1cncc(Br)c1	-2	2	-4	31	-25	8	0.2	0	0.1
CN(CCc1ccccn1)C(=S)Nc1ccc(Cl)cc1Cl	0	-8	8	20	-19	11	-0.35	-4	0.5
O=C(O)C1OC(Oc2c(-c3ccc(O)c(O)c3)oc3cc(O)cc(O)c3c2=O)C(O)C(O)C1O (centres undefined)	6	-3	5	6	1	15	0.069	-8	0.7
Cn1ncc(Cl)c1C(=O)NC1C2CC3CC(C2)CC1C3 (centres undefined)	5	5	36	42	4	34	-1.1	27	0.5
CCOC(=O)C1=C(CC)OC(N)=C(C#N)C1c1ccc(OC)cc1OC (centres undefined)	-2	-1	-7	11	-14	3	0.063	-4	-0.3
O=C(O)CSCC(=O)Nc1ccc(Cl)cc1C(F)(F)F	-2	18	1	-5	-20	6	-0.93	-9	1.6

A draw from above in order of SMILES length, high to low.
SMILES	thrombin 1536	Rad51 HR inh	FXIa inh 1536	Calpain2 inh	Furin inh	FXIIa inh	KCC2 mod	KLK5 inh	PERK inhibitor
CCOC(=O)C1=C(CC)OC(N)=C(C#N)C1c1ccc(OC)cc1OC (centres undefined)	-2	-1	-7	11	-14	3	0.063	-4	-0.3
Cn1ncc(Cl)c1C(=O)NC1C2CC3CC(C2)CC1C3 (centres undefined)	5	5	36	42	4	34	-1.1	27	0.5
O=C(O)CSCC(=O)Nc1ccc(Cl)cc1C(F)(F)F	-2	18	1	-5	-20	6	-0.93	-9	1.6
Cc1cc2ccccc2nc1SCC(=O)NC1CCCC1	-9	36	7	17	-30	11	-3.4	9	1.4

An excerpt; count on the stated rates, not on these rows.
